High-throughput results from PubChem BioAssay.
MEX-5 binding: MEX-5 zinc finger RNA-binding disruptors – biochemical, C. elegans, fluorescence polarization, MLPCN library, primary screen; MEX-5/FITC-TCR2 RNA binding; hits give low values; activity score (negative = inhibition of binding), % at 10 µM; 300,000 tested, 0.38% active;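 active = inhibition past about -25% in most replicates, and total fluorescence under double the plate's negative control median, limit read from the data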;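 note: 0% = DMSO and -100% = 5 µM competing unlabeled TCR2 RNA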
Target sequence (Q9XUB2 whole entry, looked up): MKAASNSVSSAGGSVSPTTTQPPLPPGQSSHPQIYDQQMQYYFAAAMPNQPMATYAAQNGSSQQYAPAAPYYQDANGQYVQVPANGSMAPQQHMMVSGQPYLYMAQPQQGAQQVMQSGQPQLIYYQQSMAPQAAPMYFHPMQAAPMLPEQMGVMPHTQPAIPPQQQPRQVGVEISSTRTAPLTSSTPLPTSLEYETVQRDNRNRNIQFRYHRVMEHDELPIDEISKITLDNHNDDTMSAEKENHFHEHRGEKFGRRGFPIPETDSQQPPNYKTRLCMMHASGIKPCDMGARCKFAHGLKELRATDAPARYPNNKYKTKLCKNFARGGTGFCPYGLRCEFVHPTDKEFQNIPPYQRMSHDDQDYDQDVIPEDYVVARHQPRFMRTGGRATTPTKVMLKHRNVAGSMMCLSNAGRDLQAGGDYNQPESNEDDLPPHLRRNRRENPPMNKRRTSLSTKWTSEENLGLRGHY
GRK2 inh: compounds blocking aptamer binding on GRK2 – biochemical, human GRK2, bead flow cytometry, HTS, primary screen. Beta-adrenergic receptor kinase 1 (Homo sapiens), P25098. FAM-aptamer displacement from GRK2. inhibition of aptamer binding, % at 10 µM. 330,000 tested, 0.59% active;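 active = inhibition of aptamer binding above 40%, roughly 3 SD of noise, on plates passing a quality check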;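 note: median bead fluorescence of bound FAM aptamer so fluorescent compounds give negative values; no value below 0 was filed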
VLA-4 inh: inhibition in human VLA-4 binding assay, primary screen, VLA-4 allosteric modulator project, MLPCN library, flow cytometry, VLA-4 expressing cells. Integrin alpha-4 (Homo sapiens), P13612. ligand binding flow cytometry. inhibition, % (about 7 µM as worked out from the volumes in the protocol). 330,000 tested, 0.2% active. AID 2557, 2010; in the data active = inhibition above about 50%
MCL1-BIM inh: inhibitors of MCL1 binding to BIM-BH3, primary screen, biochemical, fluorescence polarization. Induced myeloid leukemia cell differentiation protein Mcl-1 (Homo sapiens), Q07820. GST-MCL1 / FITC-Bim-BH3 fluorescence polarization. inhibition, % at 10.9 µM. 320,000 tested, 0.68% active;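 active = inhibition above the mean inhibition of all tested compounds plus 3 SD, set per campaign, cut at about 40% in these data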;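 note: 0% = DMSO wells and 100% = unlabeled Bim-BH3 peptide control; higher means more loss of mP so more displacement of Bim peptide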
Target sequence (Q07820 whole entry, looked up): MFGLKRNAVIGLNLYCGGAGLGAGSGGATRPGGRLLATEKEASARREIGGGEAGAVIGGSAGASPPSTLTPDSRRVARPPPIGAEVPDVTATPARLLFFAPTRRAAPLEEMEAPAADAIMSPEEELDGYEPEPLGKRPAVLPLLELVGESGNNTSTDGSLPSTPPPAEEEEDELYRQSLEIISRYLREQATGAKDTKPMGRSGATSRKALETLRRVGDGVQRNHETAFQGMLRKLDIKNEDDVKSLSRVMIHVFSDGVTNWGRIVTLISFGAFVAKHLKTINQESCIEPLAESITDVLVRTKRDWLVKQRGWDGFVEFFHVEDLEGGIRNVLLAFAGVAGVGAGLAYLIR
AGP1-GFP MLPCN: modulators of AGP1-GFP expression in yeast TOR pathway, primary screen, cell-based, multiplex flow cytometry, S. cerevisiae, MLPCN library | 3 h; GFP as percent of DMSO wells | GFP response vs DMSO, % at 10 µM | 320,000 tested, 0.02% active;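 active = GFP response relative to DMSO above a set limit, near screen average plus 3 SD, cut at about 150% in these data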;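 note: median GFP channel fluorescence of the gated AGP1 strain per well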
CIT2-GFP yeast: modulators of CIT2-GFP expression in yeast, primary screen, S. cerevisiae, GFP fusion, multiplex flow cytometry, MLPCN library. AID 2029, 2009. GFP response vs DMSO, % at 10 µM. 320,000 tested, 0.065% active. S. cerevisiae CIT2-GFP strain, 3 h; 100 means same as DMSO wells;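 active = GFP response relative to DMSO above a set limit, near the screen mean plus 3 SD, cut at about 150% in these data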;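 note: ratio of well median GFP fluorescence to mean of DMSO wells on the plate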
Fam108B inh: mouse Fam108B serine hydrolase inhibitors, primary screen, counter-screen for RBBP9 inhibitor project, biochemical, fluorescence polarization; 300,000 tested, 0.33% active; recombinant Fam108B, FP-Rh probe fluorescence polarization; inhibition, % at 9.51 µM;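 active = inhibition above the screen mean inhibition plus 3 SD, computed separately per campaign, cut at about 18% in these data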;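 note: inhibitors lower polarization as less probe binds the enzyme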
Bcl-xL primary: inhibitors of human Bcl-xL, primary screen, biochemical, fluorescence polarization, HTS; Bcl-2-like protein 1 (Homo sapiens), Q07817; GST-Bcl-xL / FITC-Bim BH3 peptide fluorescence polarization; inhibition, % at 10.9 µM; 320,000 tested, 0.7% active; AID 2129, 2009;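 active = inhibition above the mean of all tested compounds plus 3 SD, cutoff set per campaign, cut at about 30% in these data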;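 note: 0% = DMSO wells and 100% = unlabeled Bim-BH3 peptide competitor; inhibitors lower millipolarization by displacing the labeled peptide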
GLD-1 RNA inh: GLD-1/TGE RNA complex disruptors, primary screen, biochemical, fluorescence polarization | Female germline-specific tumor suppressor gld-1 (Caenorhabditis elegans), Q17339 | purified GLD-1 + fluorescein TGE RNA | inhibition, % at 5.96 µM | 320,000 tested, 0.44% active;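 active = percent inhibition above a per-plate cutoff, the plate mean of test compounds plus 3 SD, cut at about 30% in these data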;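 note: 0% = DMSO wells with GLD-1 and probe and 100% = wells lacking GLD-1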
Numbers without * were called inactive; nt = not tested or not shown.

Start of the listing, in advance, 7 compounds:
SMILES	MEX-5 binding	GRK2 inh	VLA-4 inh	MCL1-BIM inh	AGP1-GFP MLPCN	CIT2-GFP yeast	Fam108B inh	Bcl-xL primary	GLD-1 RNA inh
Cn1c(N)c(C(=O)COC(=O)C2CCCC2)c(=O)n(C)c1=O	1.2	4	4	-4	92	94	1	-3	5
COc1ccc(CCNC(=O)CCS(=O)(=O)c2ccc3c(c2)CCN3C(C)=O)cc1OC	0.0	3	-12	2	103	109	2	4	0
O=C(COC(=O)CCc1nc2ccccc2n1-c1ccccc1)Nc1cccc(Cl)c1	-2.6	0	19	-3	99	108	-8	1	-3
Cc1cccc(N(C(=O)c2csnn2)C(C(=O)NC(C)(C)C)c2ccncc2)c1 (stereo unspecified)	-1.6	1	12	-6	77	68	5	0	-1
COc1ccc(CCC(=O)Nc2nc3c(s2)CN(C)CC3)cc1OC	-1.0	1	6	5	105	102	2	6	3
O=S(=O)(c1ccccc1)N1CCc2ccccc21	6.9	4	0	14	86	96	-3	2	1
Cc1ccc(NC2CCCN(C(=O)CCn3nccc3C)C2)cc1C (stereo unspecified)	0.6	0	-10	6	102	104	4	-2	5

The listing, previewed entries included:
SMILES	MEX-5 binding	GRK2 inh	VLA-4 inh	MCL1-BIM inh	AGP1-GFP MLPCN	CIT2-GFP yeast	Fam108B inh	Bcl-xL primary	GLD-1 RNA inh
Cn1c(N)c(C(=O)COC(=O)C2CCCC2)c(=O)n(C)c1=O	1.2	4	4	-4	92	94	1	-3	5
COc1ccc(CCNC(=O)CCS(=O)(=O)c2ccc3c(c2)CCN3C(C)=O)cc1OC	0.0	3	-12	2	103	109	2	4	0
O=C(COC(=O)CCc1nc2ccccc2n1-c1ccccc1)Nc1cccc(Cl)c1	-2.6	0	19	-3	99	108	-8	1	-3
Cc1cccc(N(C(=O)c2csnn2)C(C(=O)NC(C)(C)C)c2ccncc2)c1 (stereo unspecified)	-1.6	1	12	-6	77	68	5	0	-1
COc1ccc(CCC(=O)Nc2nc3c(s2)CN(C)CC3)cc1OC	-1.0	1	6	5	105	102	2	6	3
O=S(=O)(c1ccccc1)N1CCc2ccccc21	6.9	4	0	14	86	96	-3	2	1
Cc1ccc(NC2CCCN(C(=O)CCn3nccc3C)C2)cc1C (stereo unspecified)	0.6	0	-10	6	102	104	4	-2	5
COc1cc(/C=C(\C#N)C(=O)NC2CCCCC2C)ccc1OS(=O)(=O)c1ccc(C)cc1 (stereo unspecified)	-1.8	2	23	9	95	93	-31	2	3
CCOC(=O)C1CCN(C(=O)COc2cccc3ccccc23)CC1	-2.2	3	2	5	109	99	2	4	7
COc1cc(CC(=O)NCc2ccc3c(c2)OCO3)cc(OC)c1OC	-1.1	1	7	5	98	98	-2	3	3

Single records, from the list above. Screens in order: MEX-5 binding, GRK2 inh, VLA-4 inh, MCL1-BIM inh, AGP1-GFP MLPCN, CIT2-GFP yeast, Fam108B inh, Bcl-xL primary, GLD-1 RNA inh
Profile of Cc1cccc(N(C(=O)c2csnn2)C(C(=O)NC(C)(C)C)c2ccncc2)c1 (stereo unspecified) → -1.6, 1, 12, -6, 77, 68, 5, 0, -1
Profile of COc1cc(CC(=O)NCc2ccc3c(c2)OCO3)cc(OC)c1OC → -1.1, 1, 7, 5, 98, 98, -2, 3, 3

(listing goes on)
SMILES	MEX-5 binding	GRK2 inh	VLA-4 inh	MCL1-BIM inh	AGP1-GFP MLPCN	CIT2-GFP yeast	Fam108B inh	Bcl-xL primary	GLD-1 RNA inh
CCNS(=O)(=O)c1ccc(-c2ccc(-n3cnnn3)cc2)cc1	2.4	0	4	-4	96	92	0	3	2
O=c1[nH]c2ccc(Cl)cc2c(O)c1Cc1ccccc1	1.8	1	-1	5	96	99	7	2	-3
O=S(=O)(NCC(c1ccc2c(c1)OCO2)N1CCOCC1)c1ccccc1 (stereo unspecified)	1.3	0	9	2	109	104	1	5	-1
CCOC(=O)c1nnn(-c2nonc2N)c1COc1ccccc1	-2.0	1	13	10	83	85	2	6	-5
CC(C)CCN1C(Nc2ccccc2)=NC[C@@H]1Cc1ccccc1	0.2	0	4	1	75	67	0	1	4
Cc1ccccc1OCc1nnc(SCC(=O)Nc2ccc(N3CCOCC3)cc2)n1C	-0.4	3	3	0	100	93	1	4	-6
CN1C(=O)CC(Sc2ncccc2C(=O)O)C1=O (stereo unspecified)	2.3	0	4	5	100	98	3	4	4
COc1ccccc1C(=O)NNC(=O)c1ccc(Cl)cc1	-0.6	0	8	-4	89	91	-5	0	-1
CCC(Oc1ccccc1F)C(=O)NCCN1CCOCC1 (stereo unspecified)	1.2	0	1	7	104	111	-5	6	-7
CCc1cc(C=NC2CCCCC2)c(O)s1	-1.3	0	-11	13	110	108	4	9	4

4 entries drawn at random from those above:
SMILES	MEX-5 binding	GRK2 inh	VLA-4 inh	MCL1-BIM inh	AGP1-GFP MLPCN	CIT2-GFP yeast	Fam108B inh	Bcl-xL primary	GLD-1 RNA inh
Cc1ccccc1OCc1nnc(SCC(=O)Nc2ccc(N3CCOCC3)cc2)n1C	-0.4	3	3	0	100	93	1	4	-6
CCc1cc(C=NC2CCCCC2)c(O)s1	-1.3	0	-11	13	110	108	4	9	4
CCC(Oc1ccccc1F)C(=O)NCCN1CCOCC1 (stereo unspecified)	1.2	0	1	7	104	111	-5	6	-7
CC(C)CCN1C(Nc2ccccc2)=NC[C@@H]1Cc1ccccc1	0.2	0	4	1	75	67	0	1	4

Continuation:
SMILES	MEX-5 binding	GRK2 inh	VLA-4 inh	MCL1-BIM inh	AGP1-GFP MLPCN	CIT2-GFP yeast	Fam108B inh	Bcl-xL primary	GLD-1 RNA inh
CC(C)CCN1CCN(Cc2ccoc2)CC1CCO (stereo unspecified)	-0.1	4	0	0	108	82	0	0	0
Cc1ccc(N2C(=O)CSC2c2cccnc2)cc1F (stereo unspecified)	-1.6	0	28	0	108	102	0	-2	6
CCOc1cc(-c2nc(-c3ccc(OC)cc3)no2)cc(OCC)c1OCC	0.2	0	7	-3	nt	117	0	-3	0
O=C(C1CCC(CNc2c(N3CCOCC3)c(=O)c2=O)CC1)N1CCN(c2ccccc2)CC1 (stereo unspecified)	nt	3	-15	0	106	101	2	3	1
Cc1ccc(OCCNC(=O)/C=C/c2ccccc2)cc1	-2.6	0	-13	2	90	89	1	3	5
O=C(O)c1sccc1Oc1ccc(NS(=O)(=O)c2ccc(Cl)cc2)cc1	-0.4	0	-7	7	92	97	2	6	3
Cc1ccccc1N=C1NC(=O)C(CO)(CO)S1	1.0	3	3	nt	105	104	nt	nt	nt
CN1CCN(C(=S)NC(CC(=O)c2ccccc2)c2ccccc2)CC1 (stereo unspecified)	0.9	0	5	8	94	91	0	5	-4
CCc1ccc([C@@H]2CC=C(C(=O)O)[C@H](c3ccc(Br)cc3)N2S(=O)(=O)c2ccc(C)cc2)cc1	nt	0	-17	nt	97	96	nt	nt	21
CCOC(=O)Cc1csc(SCn2nnc3ccccc3c2=O)n1	2.3	0	-9	9	78	90	3	5	-1
Cc1cc(C)n(C(=O)c2cc([N+](=O)[O-])cc([N+](=O)[O-])c2)n1	-0.6	2	-14	3	100	96	1	0	2
COc1ccccc1OCCn1c(=O)sc2ccccc21	-1.2	0	8	3	94	85	0	2	4
C=CCN(c1ccc(Cl)cc1)S(=O)(=O)c1cccc(C(=O)O)c1	-2.1	0	10	4	100	nt	-6	1	-2
O=C(CNC(=O)c1ccc(Br)o1)OCc1ccc(Br)cc1	nt	3	3	4	103	90	nt	11	9
Cc1[nH]c(C)c(S(=O)(=O)NCCc2ccccc2)c1C(=O)N1CCCC1	0.6	1	12	-1	94	94	1	3	-6
CCN(C(=O)CN1CCN(c2cccc(Cl)c2)CC1)c1c(N)n(Cc2ccccc2)c(=O)[nH]c1=O	-1.9	0	5	4	75	97	0	-1	-4
O=C(c1cccnc1)N1CCN(C(=O)c2ccco2)CC1	1.2	0	-8	10	104	111	1	6	9
COc1ccc(Nc2nc(-c3ccccc3)nc3ccccc23)cc1S(=O)(=O)N1CCOCC1	3.4	1	5	-1	97	89	-56	1	7
COc1ccc(N2C(=O)CCC(C(=O)O)C2c2ccc(F)cc2)cc1 (stereo unspecified)	2.9	0	-7	2	95	92	-2	-1	0
CN(C)/N=C/c1c(O)ccc2ccccc12	0.7	0	4	2	96	99	0	2	1
CC(=O)N1CCc2cc(S(=O)(=O)NC(CC(C)C)C(=O)N3CCc4ccccc4C3)ccc21 (stereo unspecified)	0.5	0	11	1	105	102	3	8	-4
O=C(COc1ccc(Cl)cc1Cl)Nc1ccccc1F	nt	2	4	5	96	89	-6	4	-2
COc1ccccc1OCCn1c(SCC(=O)O)nc2ccccc21	-2.6	4	-1	11	103	107	-2	11	2
Cc1ccc(CCN2C(Nc3ccccc3)=NC[C@@H]2C)cc1	nt	1	35	6	100	112	-4	2	1
CC(=O)c1ccc(NC(=O)C(C)Sc2n[nH]c(-c3cccnc3)n2)cc1 (stereo unspecified)	3.0	0	12	6	100	97	-4	5	1
Cc1ccc(C2C(C(=O)c3ccco3)=C(O)C(=O)N2c2nnc(C)s2)cc1 (stereo unspecified)	-11	0	14	25	104	99	1	31*	34*
C/C(CC(=O)Nc1cccc(F)c1)=N\NC(=O)c1ccncc1	-2.7	6	2	-2	111	111	0	-1	-3
CC(C)(C)C(=O)COc1ccccc1[N+](=O)[O-]	0.4	2	20	6	100	105	3	4	9
O=c1[nH]c2ccccc2nc1/C=C(\O)c1cccs1	-4.7	2	-61	100*	96	94	3	81*	-162
Cc1csc(NC(=O)CSc2nsc(SCC(=O)Nc3nc(C)cs3)c2C#N)n1	1.2	3	4	-1	116	109	-4	-3	-5
COc1cccc(CC(=O)NCCCSc2ccccc2)c1	4.3	0	8	3	96	97	1	1	3

Not a hit list; overall some 2.2% were active at least once.
